Screening results as filed in PubChem BioAssay.
KDM5B inh – Primary screen for KDM5B Histone Demethylases FDH-coupled qHTS; Lysine-specific demethylase 5B (Homo sapiens), Q9UGL1; KDM5B demethylase, FDH-coupled NADH fluorescence (FDH is formaldehyde dehydrogenase); Potency, µM (series often up to 57.7 µM), without a hit: top-dose activity change, negative = inhibition, most hits filed as inhibitors; 2.6% of 220,000 active; active = well fitted inhibition curve with a large enough effect; inconclusive = small, poorly fitted or top-dose-only effect; inactive = no such curve, though single readings can be large or run the other way; note: 0% is about no effect; nearly all actives have a fitted effect of over 70% in size
Target sequence (Q9UGL1 whole entry, looked up): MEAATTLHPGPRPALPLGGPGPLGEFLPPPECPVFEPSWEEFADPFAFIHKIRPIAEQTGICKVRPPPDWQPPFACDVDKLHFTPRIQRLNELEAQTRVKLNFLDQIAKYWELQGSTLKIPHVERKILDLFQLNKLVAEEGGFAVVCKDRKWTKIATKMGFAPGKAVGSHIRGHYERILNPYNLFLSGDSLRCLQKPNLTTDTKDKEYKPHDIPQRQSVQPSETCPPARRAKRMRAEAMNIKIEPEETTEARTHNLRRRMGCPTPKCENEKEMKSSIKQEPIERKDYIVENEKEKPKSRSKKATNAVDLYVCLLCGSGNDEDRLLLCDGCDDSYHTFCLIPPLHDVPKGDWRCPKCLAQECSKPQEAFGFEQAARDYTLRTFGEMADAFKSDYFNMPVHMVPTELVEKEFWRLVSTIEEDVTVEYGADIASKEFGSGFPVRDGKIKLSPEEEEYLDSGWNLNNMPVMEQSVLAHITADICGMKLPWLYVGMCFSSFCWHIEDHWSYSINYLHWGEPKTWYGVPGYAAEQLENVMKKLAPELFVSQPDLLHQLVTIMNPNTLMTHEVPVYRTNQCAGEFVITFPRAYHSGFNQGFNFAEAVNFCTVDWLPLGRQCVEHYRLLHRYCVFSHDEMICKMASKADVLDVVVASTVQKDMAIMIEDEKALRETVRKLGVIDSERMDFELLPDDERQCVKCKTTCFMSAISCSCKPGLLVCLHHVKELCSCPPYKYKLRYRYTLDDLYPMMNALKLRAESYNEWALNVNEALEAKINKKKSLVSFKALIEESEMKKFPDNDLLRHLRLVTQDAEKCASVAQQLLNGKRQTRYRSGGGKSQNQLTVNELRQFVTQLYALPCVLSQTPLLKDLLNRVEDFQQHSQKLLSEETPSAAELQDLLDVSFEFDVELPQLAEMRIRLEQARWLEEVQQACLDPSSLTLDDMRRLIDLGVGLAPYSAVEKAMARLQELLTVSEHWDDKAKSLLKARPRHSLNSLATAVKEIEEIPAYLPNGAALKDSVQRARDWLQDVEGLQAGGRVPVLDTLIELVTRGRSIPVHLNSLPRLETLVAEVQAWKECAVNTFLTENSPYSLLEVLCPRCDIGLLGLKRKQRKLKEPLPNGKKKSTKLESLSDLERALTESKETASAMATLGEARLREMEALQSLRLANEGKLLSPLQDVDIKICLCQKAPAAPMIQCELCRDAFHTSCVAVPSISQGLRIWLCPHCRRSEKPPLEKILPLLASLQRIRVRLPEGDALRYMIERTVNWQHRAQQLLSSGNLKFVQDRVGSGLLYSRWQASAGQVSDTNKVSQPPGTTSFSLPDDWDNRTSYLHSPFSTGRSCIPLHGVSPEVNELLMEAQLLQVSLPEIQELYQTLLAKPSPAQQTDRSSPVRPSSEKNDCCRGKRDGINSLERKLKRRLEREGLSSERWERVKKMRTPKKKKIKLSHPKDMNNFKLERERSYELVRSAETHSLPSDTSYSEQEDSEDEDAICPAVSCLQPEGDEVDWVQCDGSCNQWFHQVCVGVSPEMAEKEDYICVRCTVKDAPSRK
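Inhibition is measured as reduced NADH fluorescence generation from FDH coupling to formaldehyde release. Truncated KDM5BΔAP at 200 nM final acts on H3K4me3 peptide (12.5 µM in substrate mix) in pH 7.5 HEPES buffer with Tween-20, 30 min, room temperature.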
Active calls of the source: *; ? = inconclusive; & = joins results of further samples; [ ] = remark or other dose. Potency is the fitted concentration of half-maximal effect. An excerpt; count on the stated rates, not on these rows.

SMILES | KDM5B inh
CCN(Cc1ccccc1)c1ccc(/C=N/NC(=S)Nc2cc(S(=O)(=O)N(C)C)ccc2C)cc1 | ?
O=C(NCc1nc(-c2cccc(F)c2)c(-c2ccccn2)[nH]1)[C@@H]1CCCCN1 | -20%
COC(=O)c1nc2n(n1)C(c1ccc(C)cc1)C(C(=O)Nc1ccc(Cl)cc1)=C(C)N2 (centres undefined) | 19%
CCn1ccc(C(=O)N2CCCC(c3noc(COc4ccccc4)n3)C2)n1 (centres undefined) | -5%
O=C(NN1C(=O)NC2(CCCCC2)C1=O)c1ccc(Cl)s1 | 1%
CCN(CC)CCCNC(=O)CCc1c(C)n(CC)c2cc(-c3ccccc3OC)nn2c1=O | ?
COc1cccc(OCc2cc(C(=O)NC3CCOC(C)(C)C3)n[nH]2)c1 (centres undefined) | -18%
O=C(O)CC(C(=O)O)c1ccc(Cl)cc1 (centres undefined) | -3%
COc1cc(-c2noc(-c3ccc(NCCc4ccccc4)c([N+](=O)[O-])c3)n2)cc(OC)c1OC | 9%
Cc1ccc(C2=CC(c3c(F)cccc3Cl)n3ncnc3N2)cc1 (centres undefined) | ?
CC(CN)(c1ccccn1)N1CCOCC1 (centres undefined) | 15%[230 µM]
COCCn1ncc(N2CCC(C(=O)NCc3nc4ccccc4n3C)C2)cc1=O (centres undefined) | -17%
COC(=O)c1scc(-c2ccc(C)cc2)c1S(=O)(=O)Nc1cc(OC)c(OC)c(OC)c1 | -22%
O=C(N[C@@H]1CCN(Cc2nc3c(s2)CCCC3)C[C@H]1O)c1ccccn1 | -26%
COc1ccc(CC(=O)Nc2cccc3ccc(C)nc23)cc1 | -20%
COc1cc(C2C3=C(CCCC3=O)OC3=C2C(=O)CCC3)cc(Br)c1OCC(=O)O | -3%
CCCN1C(=O)Cc2ccccc2C1C(=O)NCc1cccc(OC)c1OC (centres undefined) | -12%
CN1CCC2(C1)CN(Cc1ccccc1)c1ccc(C(=O)NCCOc3ccccc3)cc12 (centres undefined) | 28µM*
NC(=O)c1cccc(CN2CCC3(CC2)Cc2ccccc2N(C(=O)c2ccc(Cl)cc2)C3)c1 | -3%[115 µM]
COC(=O)[C@@H]1Cc2ncn(Cc3ccc(OC)cc3)c2CN1Cc1ccc(F)cc1 | ?
CCC1Oc2ccc(NC(=O)c3ccc(C#N)cc3)cc2CN(Cc2ccccc2F)C1=O (centres undefined) | ?
COc1ccccc1N1CCN(C(=O)C2CC(=O)N(c3n[nH]c4cccc(F)c34)C2)CC1 (centres undefined) | -2%
COc1cc(Cl)c(C)cc1NC(=O)CN1C(=O)NC2(CCS(=O)(=O)CC2)C1=O | 2%
CCOC(=O)CC(NC(=O)CCc1c(C)nc2cc(-c3ccccc3)nn2c1C)c1ccc(C)cc1 (centres undefined) | ?

Random excerpt: two entries already listed
SMILES | KDM5B inh
COc1cc(-c2noc(-c3ccc(NCCc4ccccc4)c([N+](=O)[O-])c3)n2)cc(OC)c1OC | 9%
COc1ccc(CC(=O)Nc2cccc3ccc(C)nc23)cc1 | -20%

Additional compounds:
SMILES | KDM5B inh
CC(O)c1ccc(-c2ccc(CNCc3ccccn3)o2)cc1 (centres undefined) | ?
O=C(NCc1ccc(C(F)(F)F)cc1)[C@@H]1Cc2nc[nH]c2CN1Cc1ccc([N+](=O)[O-])cc1 | -19%
Cc1ccc(N(C(=O)CNC(=O)c2ccco2)C(C(=O)NC2CCCCC2)c2cccnc2)c(C)c1 (centres undefined) | -14%
O=C(CN1C(=O)S/C(=C/c2ccncc2)C1=O)Nc1ccccc1 | -24%
O=C1NC(=NC2CCCC2)C2(CCCN([S+](=O)([O-])c3ccccc3)C2)N1c1cccnc1 (centres undefined) | 25%[115 µM]
Cc1ccc(C)c(Cn2c3ccccc3c3cnn(CC(=O)NCCc4ccccc4)c(=O)c32)c1 | ?
Cc1ccc(C(=O)NC(C(=O)Nc2cccc(S(N)(=O)=O)c2)C(C)C)cc1 (centres undefined) | 25%
CCCCOc1ccc(C(=O)NCCS(=O)(=O)N2CCN(c3ccc(F)cc3)CC2)cc1 | 9%
COc1ccc(C)cc1NC(=O)c1nnn(-c2c(C)cccc2C)c1C | ?
CCCc1cc(=O)oc2cc(C)cc(OCC(=O)NCCCn3ccnc3)c12 | ?
CCOC(=O)c1ccc(NC(=O)C(CC)Sc2nc3ncccc3[nH]2)cc1 (centres undefined) | -22%
N#CC1CCN(C(=O)C2CN(c3cccc(Cl)c3)C(=O)N2)CC1 (centres undefined) | 4%&15%[86.2 µM]
NNC(=S)Nc1cccc(Cl)c1 | -9%
CC(C)C1=NOC2(CCN(CC3CCCCC3)CC2)C1 | 6%[149 µM]
COc1cccc(CC(=O)N2CC3CC(C2)[C@H]2CCCC(=O)N2C3)c1 (some centres undefined) | -9%
COCc1cc(C[C@@H]2C[C@H](NC(=O)CC(C)(C)C)C2(C)C)no1 | 7%[86.2 µM]
COc1ccc(-c2cc(N3CCCN(C(=O)c4ccc(Br)cc4)CC3)n[nH]2)cc1 | ?
COc1cccc2c1OCC(CNC(=O)CCn1nnc3ccccc31)C2 (centres undefined) | 5%
Cc1ccc(NC(=O)Cn2cc3c(n2)CCCCC3)cc1 | -20%
COc1cc(NC(=O)c2nn(C)c3c2COc2ccccc2-3)cc(OC)c1OC | ?
NCc1ccc(Oc2ccc(C(F)(F)F)cc2)cc1 | -18%
CN(C)[C@@H]1CN(C(=O)c2ccc(C#N)cc2)C[C@H]1CO | 32%
Cc1cc(C)cc(NC(=O)CCc2ncc(-c3ccc(Cl)cc3)o2)c1 | -2%
O=C1CCSc2ccc(C(=O)NO)cc2N1 | -25%
CCOc1ccccc1NC(=O)CN1C=NS(=O)(=O)c2ccccc21 | 1%
CC(C)(C)c1ccc(C(=O)N2CCCC(c3nc4c(nnn4Cc4cccc(F)c4)c(=O)[nH]3)C2)cc1 (centres undefined) | 18%
Cc1ccc(NC(=O)CCOc2ccccc2)cc1 | 2%
O=C(NCC1CC1)c1ccc(Cn2ccn3nc4c(c3c2=O)CCCC4)cc1 | -12%
CC1=C(c2ccc(Cl)cc2)S(=O)(=O)N=C1N1CCN(c2cccc(C)c2C)CC1 | -21%
CC(C)c1cc(C(=O)O)c2cnn(C(C)C)c2n1 | ?
Cc1nnsc1C(=O)Oc1ccc(C(C)C)cc1 | -9%
COc1cc(NC(=O)N2C[C@@H](F)C[C@H]2C(=O)N2CCc3ccccc3C2)cc(OC)c1 | 2%
CCOC(=O)CSc1nc2c(sc3ccccc32)c(=O)n1Cc1ccc(C)cc1 | -7%
N#Cc1ccc(S(=O)(=O)N2CCN(c3ncccn3)CC2)cc1 | 0%
Cc1ccccc1NC(=O)CC(=O)Nc1ccccc1C | 19%
CCc1ccn2cc(-c3ccc4c(c3)OCO4)nc2c1 | ?
CC1CN(C(=O)COC(=O)c2cc(S(N)(=O)=O)c(Cl)cc2Cl)CC(C)O1 (centres undefined) | -1%
c1ccc(Oc2ccccc2-c2cc(-c3cn[nH]c3)c3cncn3c2)cc1 | ?
CC(=O)Oc1cc2c(=O)c3ccccc3sc2cc1C | ?
CN(C)CCN(C)C(=O)c1ccc(-c2ncc3cnc(-c4ccccc4)cn23)cc1 | 32µM*
COc1cc(OC)cc(C(=O)N2CCCC(n3cc(-c4nc(-c5ccccc5)no4)nn3)C2)c1 (centres undefined) | 14%
COc1ccc(-c2cc(C(=O)NCC(C)C)c3c(C4CCNC4)nn(C)c3n2)cc1 (centres undefined) | 79µM*
COc1ccc(C(=O)N2CCC3(CC2)OCC(C(=O)N2CCOCC2)N3C(=O)c2ccccc2)cc1 (centres undefined) | -8%
O=C(Nc1ccc(Oc2ccccc2)cc1)N[C@H]1CO[C@H]2[C@@H]1OC[C@H]2OC(=O)Nc1cccc2ccccc12 | ?
COc1cccc(CN2CCNC(=O)C2CC(=O)N2CCC(O)CC2)c1OC (centres undefined) | ?
Cc1cc(Br)ccc1NC(=O)CCn1cnc2c1c(=O)n(C)c(=O)n2C | 14%
Cc1ccc(-c2cnc3n[nH]c(-c4ccccc4)c3n2)cc1 | ?
Cc1ccccc1C(=O)Nc1cccc(C(=O)N/N=C/c2ccccn2)c1 | ?

Of the compounds above, 11 have a Cl atom:
SMILES | KDM5B inh
COC(=O)c1nc2n(n1)C(c1ccc(C)cc1)C(C(=O)Nc1ccc(Cl)cc1)=C(C)N2 (centres undefined) | 19%
O=C(NN1C(=O)NC2(CCCCC2)C1=O)c1ccc(Cl)s1 | 1%
O=C(O)CC(C(=O)O)c1ccc(Cl)cc1 (centres undefined) | -3%
Cc1ccc(C2=CC(c3c(F)cccc3Cl)n3ncnc3N2)cc1 (centres undefined) | ?
NC(=O)c1cccc(CN2CCC3(CC2)Cc2ccccc2N(C(=O)c2ccc(Cl)cc2)C3)c1 | -3%[115 µM]
COc1cc(Cl)c(C)cc1NC(=O)CN1C(=O)NC2(CCS(=O)(=O)CC2)C1=O | 2%
N#CC1CCN(C(=O)C2CN(c3cccc(Cl)c3)C(=O)N2)CC1 (centres undefined) | 4%&15%[86.2 µM]
NNC(=S)Nc1cccc(Cl)c1 | -9%
Cc1cc(C)cc(NC(=O)CCc2ncc(-c3ccc(Cl)cc3)o2)c1 | -2%
CC1=C(c2ccc(Cl)cc2)S(=O)(=O)N=C1N1CCN(c2cccc(C)c2C)CC1 | -21%
CC1CN(C(=O)COC(=O)c2cc(S(N)(=O)=O)c(Cl)cc2Cl)CC(C)O1 (centres undefined) | -1%

Next section:
SMILES | KDM5B inh
Cn1cc(CN2CCCC(COc3ccccc3C(=O)N3CCOCC3)C2)c2ccccc21 (centres undefined) | -12%
CCOC(=O)C1CCN(C(=O)c2cc(Cn3ccnc3C(C)C)[nH]n2)CC1 | 22%
Cc1[nH]c2ccccc2c1/C=C(/C#N)C(=O)NCCO | -5%
O=C(NCCc1ccncc1)C1c2ccccc2C(=O)N(c2ccccc2)C12CCCCC2 (centres undefined) | 9%
CCOc1cc(C(c2c(C)[nH]n(-c3ccccc3)c2=O)c2c(C)[nH]n(-c3ccccc3)c2=O)ccc1O | ?
COc1cc(OC)c(NC(=O)CCn2ccn3nc4c(c3c2=O)CCCC4)cc1Cl | -2%
Cc1sc2ncn(CCC(=O)NCc3ccccc3CN(C)C)c(=O)c2c1C | 11%
O=C(O)/C=C/C(=O)OC1CC2CCC1C2 (centres undefined) | 28%
Cc1ccccc1OCc1nc2ccccc2n1Cc1ccccc1Cl | -14%
NC(=O)Cc1c[nH]c2ncc(-c3ccccc3F)cc12 | 35µM*
O=C(Nc1ccc(Cl)c(C(F)(F)F)c1)C1=C(c2ccccc2)S(=O)(=O)CCO1 | 20%
O=C(NC1CC1)c1ccccc1OCC1CCCN(CC2=Cc3ccccc3OC2)C1 (centres undefined) | -23%
CC(=O)Oc1ccc(N2C(=O)[C@@H]3[C@H](C2=O)[C@H]2c4ccccc4C=NN2[C@@H]3C(C)=O)cc1 | 2%
Cc1ccc(N2CC(NC(=O)c3ccc(S(=O)(=O)N4CCOCC4)cc3)CC2=O)cc1C (centres undefined) | -13%
CCC(=O)N1c2ccc(S(=O)(=O)NCc3ccc(F)cc3)cc2CC1C (centres undefined) | -24%
Clc1ccc(-c2noc(-c3ccccc3Br)n2)cc1 | 25%
CC(=O)NCCNc1nc(-c2ccsc2)nc2ccccc12 | 10%
O=C(O)/C(=C\C=C\c1ccco1)NC(=O)c1ccccc1 | ?
CCCC(=O)N/C(N)=N/c1nc(C)c2ccccc2n1 | -4%
Nc1c(NCc2ccccc2)c(=O)c1=O | 10%
COc1ccc2cc(S(=O)(=O)N3CCN(C(c4ccccc4)c4ccccc4)CC3)ccc2c1 | 10%
O=S(=O)(c1cccc2nsnc12)N1CCCC1c1ccc(Cl)cc1 (centres undefined) | -7%
O=C(COC(=O)c1n[nH]c(=O)c2ccccc12)c1ccccc1 | 3%
CCCNC(=O)CCC1CCN(C(=O)c2ccccc2F)CC1 | 0%
Cc1nn2c(=O)cc(CN(C)c3ccccc3)nc2s1 | 3%
O=C(Cn1c(=O)c(C(F)(F)F)nc2ccccc21)Nc1cccc(Br)c1 | -5%
CC(=O)Nc1ccc(-c2cc(C(=O)O)c3c(-c4ccccc4)[nH]nc3n2)cc1 | ?
Cc1c(-c2ccccc2)[nH]c2c(CNC(=O)CCc3nncn3C)cc(Cl)cc12 | ?
O=c1c2cc([N+](=O)[O-])ccc2nc2n1CCC2 | 3%
CC(=O)c1cccc(NC(=S)NNC(=O)c2ccc(-c3ccccc3)cc2)c1 | -3%
CCOc1ccc(-n2ccn3c(CC(C)CC(=O)O)nnc3c2=O)cc1 (centres undefined) | -4%
CC(OC(=O)c1ccc2c(c1)NC(=O)CS2)C(=O)Nc1cccc(C#N)c1 (centres undefined) | 16%
Cc1ccc(C(=O)N/N=C/C(C)C)cc1C | 38%
COc1ccc(NC(=O)CSc2nnc(CC(=O)Nc3ccc(F)cc3)n2C)cc1 | 21%
Cc1cccc(-c2nc(SCc3ccc(Br)cc3)n3[nH]c(=O)cc3n2)c1 | -6%
O=C(Nc1ccccn1)Nc1ccccc1[N+](=O)[O-] | 30%
C=CCOc1ccc(C2c3c(oc4ccc(C)cc4c3=O)C(=O)N2CCCN2CCOCC2)cc1 (centres undefined) | ?
Cc1[nH]nc(CCC(=O)N2CC[C@H](N3CCOCC3)[C@H](CCC(=O)O)C2)c1C | -22%
CCn1ncc(CN2CCCN(S(C)(=O)=O)C(c3ccccc3)CC(=O)NCC2)c1C (centres undefined) | -15%
CC(C)C(=O)N(Cc1ccccc1)S(=O)(=O)c1ccc2c(c1)oc(=O)n2C | 5%
O=c1cc(-c2cccnc2)oc2c(-c3ccc(O)c(F)c3)nccc12 | 4%[86.2 µM]
